Screening data deposited in PubChem by several laboratories.
TLR4 MyD88 comp – inhibitors of human TLR4-MyD88 binding | O00206+Q99836 | HeLa CL3-4 TLR4/MyD88 BLA complementation, FRET ratio | inhibition, % at 8.4 µM | hit rate 0.18% among 200,000 | AID 861; in the data active = inhibition above about 25%;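 note: 0% = vehicle and 100% = reference inhibitor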
Target sequence (O00206 whole entry, looked up): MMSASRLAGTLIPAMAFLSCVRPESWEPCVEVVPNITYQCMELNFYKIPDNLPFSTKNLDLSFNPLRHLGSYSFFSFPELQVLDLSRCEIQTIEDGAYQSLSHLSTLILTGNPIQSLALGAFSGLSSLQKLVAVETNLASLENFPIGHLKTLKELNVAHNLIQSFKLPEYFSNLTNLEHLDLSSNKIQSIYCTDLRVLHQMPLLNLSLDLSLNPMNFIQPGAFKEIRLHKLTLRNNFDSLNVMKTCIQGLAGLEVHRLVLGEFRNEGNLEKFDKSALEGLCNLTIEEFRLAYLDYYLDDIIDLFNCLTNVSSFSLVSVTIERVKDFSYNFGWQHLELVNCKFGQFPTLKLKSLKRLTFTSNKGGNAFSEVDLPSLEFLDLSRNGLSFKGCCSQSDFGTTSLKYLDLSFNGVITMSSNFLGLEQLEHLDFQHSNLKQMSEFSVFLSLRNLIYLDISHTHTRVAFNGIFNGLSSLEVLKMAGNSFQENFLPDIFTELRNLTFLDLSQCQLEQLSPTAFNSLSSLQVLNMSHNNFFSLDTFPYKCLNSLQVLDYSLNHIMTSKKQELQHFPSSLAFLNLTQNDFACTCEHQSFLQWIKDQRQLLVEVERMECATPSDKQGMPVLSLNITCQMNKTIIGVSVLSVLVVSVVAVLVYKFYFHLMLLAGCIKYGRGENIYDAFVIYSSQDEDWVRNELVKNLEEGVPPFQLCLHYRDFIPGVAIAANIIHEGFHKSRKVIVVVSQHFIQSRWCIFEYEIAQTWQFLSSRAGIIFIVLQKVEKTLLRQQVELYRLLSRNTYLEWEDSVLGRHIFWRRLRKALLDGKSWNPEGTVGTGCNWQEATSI
Target sequence (Q99836 whole entry, looked up): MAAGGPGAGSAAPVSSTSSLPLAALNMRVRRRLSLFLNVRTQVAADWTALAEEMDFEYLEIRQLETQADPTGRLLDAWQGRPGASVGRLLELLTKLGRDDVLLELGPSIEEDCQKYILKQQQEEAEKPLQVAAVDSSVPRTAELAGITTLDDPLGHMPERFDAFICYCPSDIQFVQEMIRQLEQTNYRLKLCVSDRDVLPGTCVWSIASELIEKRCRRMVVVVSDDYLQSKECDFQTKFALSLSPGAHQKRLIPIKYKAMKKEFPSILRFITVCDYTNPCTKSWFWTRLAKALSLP
APP 5UTR inh – APP translation inhibition. SH-SY5Y APP 5'UTR-luciferase reporter, luminescence. inhibition, % at 2 µM. hit rate 0.82% among 190,000. AID 1285;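 active = inhibition above a set limit, derived from the sample mean plus 3 SD, cut at about 45% in these data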; note: values of inactives mirror those of a sister screen read the other way
STAT1 inh – reduces IFN-gamma driven STAT1 reporter signal. NIH 3T3 STAT1-luciferase reporter, luminescence. hit rate 0.35% among 200,000. AID 920. inhibition, % at 5.5 µM;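 active = inhibition above a set limit, the mean inhibition across all tested compounds plus 3 SD, cut at about 34% in these data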;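 note: 0% = IFN-gamma with DMSO and 100% = IFN-gamma with 300 µM nifuroxazide; values of inactives mirror those of a sister screen read the other way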
STAT3 activator – STAT3 signaling activation | activation (% of control), % at 5.6 µM | U3A cells, IL-6 STAT3-luciferase reporter, luminescence; 100% = signal with IL-6 EC80 alone | hit rate 0.91% among 190,000;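 active = activation above the screen-wide mean of compound activation plus 3 SD, cut at about 130% in these data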;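 note: 0% = background luminescence of wells with medium and substrate only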
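Detection: reporter luminescence signal / Assay system: STAT1-lacking human U3A cells, STAT3 luciferase reporter / Incubation: compound pre-incubation 1 h before IL-6, then 6 h stimulation at 37 °C / Control set: IL-6-only high control / Read-out: % activation relative to IL-6 control / Probe or stimulus: Interleukin-6, 33 ng/mL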
Diaph inh CS – diaphorase inhibition or chemical oxidation counter-screen. diaphorase resazurin-to-resorufin fluorescence, NADH, 16 min; bacterial (C. kluyveri) enzyme, not human. inhibition, % at 20 µM. hit rate 0.69% among 190,000. AID 1217;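 active = primary screen inhibition at 20 µM above a set limit, cut at about 50% in these data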;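 note: plate controls were DMSO with full reaction for no effect and wells lacking NADH for full effect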
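controls = No-NADH positive control and DMSO neutral control | system = Clostridium kluyveri diaphorase enzyme | timing = reaction incubation of 16 min at room temperature | signal = resorufin fluorescence 544/590 nm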
Hsp70 activator – transcriptional activators of Hsp70 | activation, % at 10 µM | HeLa Hsp70 promoter luciferase reporter, luminescence; scaled: vehicle 0, proteasome-inhibitor control 100% | hit rate 0.04% among 200,000;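 active = activation above the mean across all tested compounds plus 3 SD, cutoff set per campaign, cut at about 5.5% in these data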;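 note: 100% = MG132 at 30 µM as the positive control and 0% = DMSO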
G6PDH counter – counter-screen for G6PDH assay hits: L. mesenteroides G6PDH inhibition | Purified L. mesenteroides G6PDH, diaphorase/resazurin coupled fluorescence, 45 min | inhibition, % at 5 µM | hit rate 0.12% among 200,000 | AID 1020; in the data active = inhibition above about 50%
STAT3 blocker – STAT3 signaling inhibition; U3A cells, IL-6 STAT3-luciferase reporter, luminescence; host cell line lacks STAT1; inhibition, % at 5.5 µM; hit rate 0.89% among 190,000; AID 862;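 active = inhibition above the mean inhibition across all screened compounds plus 3 SD, cut at about 44% in these data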;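 note: 0% = DMSO only wells and 100% = 100 µM nifuroxazide control wells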
Diaph act CS – diaphorase activation or chemical reduction counter-screen; hit rate 0.005% among 190,000; activation factor at 20 µM; AID 1229; Diaphorase/resazurin coupled assay, resorufin fluorescence, 16 min; hits give high values; 1 = vehicle wells, 0 = NADH-free wells;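 active = diaphorase activity raised at least twofold by the compound at 20 µM; inactive = activation factor below 2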
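Material: Clostridium kluyveri diaphorase, purified enzyme; Quantity: enzyme 0.07 U/mL final; Medium: HEPES pH 7.4 buffer with MgCl2 and Tween 20; Dosing: single compound dose of 20 µM, 1% DMSO final; Schedule: 16 min reaction at room temperature; Measured by: red resorufin fluorescence at 544/590 nm excitation/emission.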
STAT1 act – STAT1 signaling activation. activation (% of control), % at 5.5 µM. NIH 3T3 STAT1-luciferase reporter, IFN-gamma, luminescence; 100% = IFN-gamma alone, no compound. hit rate 2.6% among 200,000. AID 932;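 active = activation above the screen-wide mean activation plus 3 SD, cut at about 130% in these data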;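 note: raw ratio to IFN-gamma control signal so 100% means no change and 0% no light; values of inactives mirror those of a sister screen read the other way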
An asterisk follows results filed as active; nt = no result given.

Value order – TLR4 MyD88 comp | APP 5UTR inh | STAT1 inh | STAT3 activator | Diaph inh CS | Hsp70 activator | G6PDH counter | STAT3 blocker | Diaph act CS | STAT1 act
1	O=C(CSc1ncn[nH]1)Nc1ncc(C(F)(F)F)cc1Cl
→ -24 | -7 | -10 | 98 | -7 | -0.1 | 5 | 7 | 1.1 | 109
2	CC(=O)c1cccc(NC(=O)Cc2ccc3c(c2)CCCC3)c1
→ -14 | -2 | 2 | 94 | 8 | -0.1 | 11 | 12 | 0.9 | 98
3	CCCc1nn(C)c2c1C(c1ccncc1)C(C#N)=C(N)O2 (configuration not stated)
→ 5 | -4 | 17 | 98 | 14 | 0.1 | 10 | 10 | 0.9 | 85
4	CCN(CC)C(=O)Cn1cnc2sc(C(=O)N3CCN(c4ccc(OC)cc4)CC3)c(C)c2c1=O
→ 3 | 5 | -2 | 93 | 9 | -0.6 | -6 | 9 | 0.9 | 103
5	O=C(c1ccccc1)c1cccc(NC(=O)C2CC2)c1
→ -9 | -8 | -4 | 90 | 11 | -0.2 | 0 | 13 | 0.9 | 100
6	O=C(Nc1ccc(/C=C/c2nc3ccccc3o2)cc1)c1c(F)cccc1F
→ -9 | -208 | -82 | 87 | 16 | 0.4 | -35 | 19 | 0.8 | 175*
7	Cc1cccc2cc3c(NC(=O)CC(C)C)nn(C)c3nc12
→ 12 | 1 | -5 | 118 | -3 | 0.6 | 4 | -16 | 1 | 104
8	Cc1ccc(C2/C(=C(/O)c3ccc(Br)cc3)C(=O)C(=O)N2Cc2ccco2)o1 (configuration not stated)
→ -7 | -3 | 3 | 104 | -9 | -0.1 | 15 | 2 | 1.1 | 97
9	Cc1ccc(-n2nc3ccc(NC(=O)/C=C/c4ccco4)cc3n2)cc1
→ -6 | -4 | -27 | 104 | 14 | 0.3 | 2 | -7 | 0.9 | 124
10	O=C(Cn1cncn1)NCc1cc(F)ccc1F
→ -10 | 8 | -3 | 103 | 1 | -0.3 | -2 | 8 | 1 | 102
11	CCc1ccccc1NC(=O)Nc1ccc2c(c1)OCO2
→ 6 | -12 | -8 | 107 | 7 | -0.3 | 17 | -6 | 0.9 | 108
12	COCCNC(=O)c1ccccc1N(Cc1ccccc1)S(=O)(=O)c1ccc(C)cc1
→ -3 | -5 | 9 | 101 | nt | -0.3 | 7 | 7 | nt | 91
13	Cn1nnc2cc(C(=O)N3CCN(c4ccccc4)CC3)ccc21
→ 2 | -32 | 4 | 104 | 14 | -0.4 | -5 | -1 | 0.9 | 95
14	O=C(CCS(=O)(=O)c1cc(Br)cc2c1N(C(=O)C1CC1)CC2)N1CCN(c2ccccn2)CC1
→ -9 | -20 | 5 | 98 | -20 | 0.4 | 10 | 3 | 1.2 | 95
15	O=C(CCC1COc2ccccc2O1)N1CCCC1 (configuration not stated)
→ 16 | 5 | -5 | 97 | 2 | 0.1 | 2 | 6 | 1 | 108
16	COc1cc(S(=O)(=O)Nc2cc(C)cc(C)c2)ccc1F
→ 3 | -4 | 12 | 95 | 15 | -0.1 | -3 | 9 | 0.9 | 90
17	COc1ccc(SN=C2C(C)=CC(=O)C=C2C)cc1
→ 12 | 19 | -8 | 97 | 16 | -0.2 | 0 | 5 | 0.8 | 106
18	Cc1cc(C)n(-c2ccc(C(=O)Nc3nnc(C4CC4)s3)cc2)n1
→ 2 | 4 | -4 | 82 | 13 | -0.5 | -18 | 26 | 0.9 | 104
19	Cc1cc2cc(C)c(NCCNC(=O)c3cccs3)nc2cc1C
→ -4 | 20 | 4 | 103 | 8 | -0.4 | 21 | -1 | 0.9 | 97
20	O=C1CC(c2ccc(F)cc2)Cc2nc(N3CCOCC3)ncc21 (configuration not stated)
→ 8 | 18 | -3 | 90 | 4 | -0.1 | 2 | 14 | 1 | 103

Continued:
Value order – TLR4 MyD88 comp | APP 5UTR inh | STAT1 inh | STAT3 activator | Diaph inh CS | Hsp70 activator | G6PDH counter | STAT3 blocker | Diaph act CS | STAT1 act
21	COC(=O)c1c(NC(=O)c2ccc(S(=O)(=O)N3CCOCC3)cc2)sc2c1CCN(C)C2
→ 1 | -7 | 4 | 99 | 6 | -0.2 | 3 | 2 | 0.9 | 94
22	O=C(O)CCN1C(=O)C2C3C=CC(C3)C2C1=O (configuration not stated)
→ 12 | -1 | -4 | 103 | 4 | -0.1 | 21 | 0 | 1 | 104
23	Cc1cc(=O)[nH]c(SCC(=O)Nc2ccc(Br)cn2)n1
→ 12 | 4 | -1 | 99 | 18 | -0.4 | -7 | 4 | 0.8 | 101
24	Cc1ccccc1-c1nc(CN2CCC(C(=O)N3CCN(c4ccccn4)CC3)CC2)c(C)o1
→ 8 | 13 | 0 | 96 | 11 | -0.3 | 5 | 10 | 0.9 | 100
25	Nc1ccc(C(=O)OCC(=O)Nc2ccc3c(c2)OCO3)cc1[N+](=O)[O-]
→ -7 | -9 | 11 | 103 | 16 | 0.5 | 19 | -3 | 0.8 | 91
26	CN(C)C(=O)c1ccc(NC(=O)c2cncc(Br)c2)cc1
→ 6 | 2 | -15 | 97 | -2 | -0.2 | 10 | 10 | 1 | 115
27	CCN(CC)C(NC(=O)Cc1ccccc1)C(Cl)(Cl)Cl (configuration not stated)
→ -13 | -12 | 0 | 99 | 2 | 0.1 | 0 | 12 | 1 | 100
28	O=C1CC(c2ccccc2)CC(O)=C1C=NCc1ccc(Cl)cc1 (configuration not stated)
→ 7 | -6 | -5 | 103 | 18 | -0.2 | 7 | 1 | 0.8 | 104
29	Nc1ccc(N2CCN(C(=O)c3ccco3)CC2)cc1
→ 15 | 0 | 3 | 87 | 5 | 0.1 | 0 | 19 | 0.9 | 98
30	CC1CN(C(=O)C2CC2)C(C)CN1C(=O)C1CC1 (configuration not stated)
→ -25 | 0 | -5 | 102 | -6 | -0.2 | 8 | -7 | 1.1 | 104
31	CC(C)CN(C)C(=O)CCc1nnc(Cc2ccc(-c3ccccc3)cc2)o1
→ -1 | 11 | -6 | 97 | -1 | -0.1 | 12 | 8 | 1 | 104
32	CCCCNS(=O)(=O)c1ccc2nc(-c3cccnc3)cc(C(=O)NCCCOC)c2c1
→ 4 | -6 | 6 | 111 | 9 | 0.2 | 4 | -6 | 0.9 | 93
33	COc1ccccc1N1CCN(Cc2nc(-c3ccc(F)cc3)oc2C)CC1
→ -7 | -9 | 5 | 106 | 11 | -0.2 | 21 | -2 | 0.9 | 94
34	O=C(CCn1c(=O)[nH]c2ccsc2c1=O)N(CCc1ccccc1)Cc1ccccc1
→ 1 | 17 | 3 | 94 | 20 | -0.3 | 3 | 14 | 0.8 | 97
35	COc1ccc(CCNc2nc3ccccc3n3nnnc23)cc1OC
→ 5 | -9 | -14 | 96 | 14 | 0.3 | -5 | 13 | 0.9 | 112
36	O=C(CSc1cccc2cccnc12)N/N=C/c1cccc(O)c1
→ -1 | 2 | 3 | 92 | 20 | -0.2 | -4 | 15 | 0.8 | 97
37	CC1Cc2ccccc2N1C(=O)CSc1nnc(-c2ccccc2)c(-c2ccccc2)n1 (configuration not stated)
→ -3 | -1 | 12 | 107 | 39 | -0.2 | 5 | -8 | 0.6 | 89
38	O=C(Nc1ccccc1F)c1ccc(Cn2cc(Br)cn2)cc1
→ -14 | -9 | -20 | 95 | 29 | 0.3 | 7 | 15 | 0.7 | 118
39	Cc1nc(N2CCCCC2)c2c(C)c(C(=O)Nc3cccc(C(F)(F)F)c3)sc2n1
→ -3 | -10 | 6 | 79 | 17 | -0.3 | 7 | 28 | 0.8 | 93
40	COc1cc(NC(=O)c2ccc(Cl)cc2)c(OC)cc1NC(=O)CN1CCOCC1
→ -4 | 9 | -11 | 101 | 21 | 0.3 | 4 | 1 | 0.8 | 110

(list continues)
Value order – TLR4 MyD88 comp | APP 5UTR inh | STAT1 inh | STAT3 activator | Diaph inh CS | Hsp70 activator | G6PDH counter | STAT3 blocker | Diaph act CS | STAT1 act
41	CCN(CC)c1ccc(/C=C/C(=O)c2ccc(Br)cc2)cc1
→ 55* | -20 | -4 | 106 | 4 | -0.3 | -32 | -12 | 1 | 104
42	CN(C(=S)NC1=CCS(=O)(=O)C1)C1CCCCC1
→ 9 | -12 | -4 | 101 | -9 | -0.3 | 13 | 4 | 1.1 | 103
43	CCCc1cc(=O)[nH]c(SCC(=O)NC(=O)c2ccccc2)n1
→ -3 | -4 | 0 | 101 | 15 | -0.1 | 2 | 8 | 0.9 | 100
44	O=C(Nc1ccc(OC(F)F)cc1)c1ccccn1
→ 5 | -18 | -18 | 94 | 2 | -0.1 | 8 | 10 | 1 | 115
45	CC1(C)CC(=O)C2=C(C1)Nc1ccccc1NC2c1nc2ccccc2[nH]1 (configuration not stated)
→ 10 | -12 | -9 | 108 | -11 | -0.1 | 7 | -1 | 1.1 | 108
46	CCOc1ccc(-n2c(SCC(=O)Nc3ccccc3CC)nc3n[nH]c(C)c3c2=N)cc1
→ 8 | -8 | -1 | 82 | -4 | 0.0 | 6 | 28 | 1 | 101
47	COc1ccc(S(=O)(=O)Cc2ccc(C(=O)N3CCN(Cc4ccccc4)CC3)o2)cc1
→ -8 | -1 | -7 | 103 | 22 | -0.1 | -3 | -4 | 0.8 | 108
48	COc1ccc2c(CC(=O)OCC(=O)NC(=O)c3cccn3C)coc2c1
→ 11 | 12 | 8 | 100 | 12 | -0.4 | 4 | 3 | 0.9 | 93
49	Cc1ccc(NC(=O)c2sc(Cl)nc2-c2ccccc2)cc1C
→ -10 | -1 | 5 | 99 | 12 | -0.5 | 8 | 2 | 0.9 | 96
50	CCOc1ccc(OCC)c(NC(=O)CSc2nc3cccnc3n2C)c1
→ -5 | 0 | -2 | 99 | 26 | -0.5 | -3 | 5 | 0.7 | 102
51	COc1ccc2[nH]c(=O)c(CN(Cc3ccccc3OC)Cc3nnnn3CC3CCCO3)cc2c1 (configuration not stated)
→ -1 | 0 | -1 | 101 | 0 | -0.2 | 5 | 4 | 1 | 100
52	Cc1ccc(C)c(-n2c(SCC(=O)Nc3nnc(C)s3)nnc2-c2ccoc2C)c1
→ -13 | -19 | 0 | 103 | 27 | 0.0 | -4 | 2 | 0.7 | 100
53	Cc1cc(NC(=O)CSc2nc(C3CC3)nc3sc(C)c(C)c23)no1
→ -16 | 9 | 7 | 108 | 4 | -0.3 | -2 | -10 | 1 | 94
54	Cc1cccc(C)c1Nc1nnc(SC(C)C(=O)Nc2c(C)n(C)n(-c3ccccc3)c2=O)s1 (configuration not stated)
→ 2 | 1 | 3 | 97 | 18 | -0.1 | -1 | 2 | 0.8 | 97
55	CCCOc1ccc(C(=O)NC(C)C(=O)O)cc1 (configuration not stated)
→ 14 | -4 | -1 | 101 | -5 | -0.4 | -5 | 4 | 1.1 | 101
56	Cc1noc(C)c1CN(C(=S)NC1CC1)c1ccccc1
→ -12 | 4 | 13 | 104 | 13 | -0.2 | -13 | -3 | 0.9 | 89
57	CNc1nc(C)cc(C)c1S(=O)(=O)c1ccc(C)cc1
→ -5 | 1 | 8 | 86 | 18 | -0.3 | 3 | 20 | 0.8 | 93

This is a random part of the collection. About 6.1% of those tested had a hit in this group.
